From PubChem
Tat transport = inhibitors of E. coli Tat protein transport | AID 488895 | inhibition, % at 10 µM | E. coli MC4100 TorA-mCherry Tat export, fluorescence | hit rate 0.036% among 340,000;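 active = mean replicate inhibition at least 50% and at least half of replicates individually reaching 50%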;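 also: exported cargo escapes ClpAP degradation while cytoplasmic cargo is degraded and loses fluorescence; 0% = median of neutral control wells and 100% = median of NaSCN control wells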
Mot1-301 SUMO = SUMOylation pathway inhibition by Mot1-301 growth rescue; S. cerevisiae Mot1-301 growth rescue, ATP luminescence, 38.5C; percent above DMSO median, 100 means doubled; growth rescue, % at 18.8 µM; hit rate 1% among 320,000; AID 2716;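 active = every valid replicate shows activation above 250% relative to neutral control wells; inactive = the rest, any valid replicate at or below 250%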;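 also: OY570 slx delta 5 strain wells were the positive control but not used for scaling; some compounds called inactive have numbers as strong as hits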
phage Ecoli inh = E. coli growth loss with phage present. growth absorbance. inhibition, % at 11.9 µM. hit rate 0.26% among 360,000. AID 651602; in the data active = inhibition above about 11%
E coli growth = reduces bacterial viability in AddAB counter-screen | E. coli V3065 growth, OD600 absorbance, 18 h | inhibition, % at 11.9 µM | hit rate 0.27% among 330,000 | AID 449728;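 active = inhibition above the campaign's mean inhibition across all tested compounds plus 3 SD, cut at about 9.9% in these data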;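 also: uninfected addAB+ strain grown without phage in ampicillin broth; 0% = DMSO wells and 100% = ciprofloxacin 0.95 µg/ml wells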
Arr AP2 block = inhibitors of human beta-arrestin and AP2 interaction. FITC-arrestin peptide / GST-AP2 beads, flow cytometry; AP2 beta2 appendage carries R879A mutation. inhibition, % at 10 µM. hit rate 0.31% among 340,000. AID 504490;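 active = inhibition above a set limit, near 3 SD of compounds lacking own fluorescence, cut at about 54% in these data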;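 also: plate controls were DMSO wells for no effect and 5 µM unlabelled arrestin peptide for full effect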
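System: GST-AP2 R879A bound to glutathione beads, E. coli-expressed. Also added: 50 nM FITC-arrestin peptide. Schedule: compound with beads 12 min RT, then probe 1 h RT. Signal: bead flow cytometry, FITC channel. Read-out basis: percent response.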
AddAB inh = less growth of phage-infected E. coli with AddAB | E. coli expressing H. pylori AddAB, absorbance growth | inhibition, % at 11.9 µM | hit rate 0.29% among 330,000; in the data active = inhibition above about 12%;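 also: 0% = vehicle wells of infected cells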
PKA-R1A activ = activators of PKA-R1A complex; P00514+P68181; PKA-R1A dissociation, Cy5-IP20 fluorescence polarization; scaled: DMSO 0%, 113 µM cGMP 100%; activation, % at 11.4 µM; hit rate 0.083% among 340,000; AID 504707;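 active = percent activation above the mean of all tested compounds plus 3 SD, cut at about 19% in these data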;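 also: higher means more PKAc released from R1A so a rise in polarization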
OPRM1-OPRD1 inv = mu-delta opioid heterodimer inverse agonism; inhibition, % at 9.3 µM; hit rate 0.21% among 340,000; cell-based MOR-DOR heterodimer luminescence; in the data active = inhibition above about 22%, passing the limit was not always enough;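 also: 0% = cells with DMSO and 100% = wells without cells with DMSO; values of inactives mirror those of a sister screen read the other way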
Pemphigus Ab inh = inhibitors of pemphigus antibody binding to human desmoglein-3; binding (percent of control), % at 10 µM; P32926; DSG3-coupled beads, scFv-anti-DSG3-GFP binding, flow cytometry; hits give low values; AID 588358; hit rate 0.48% among 310,000;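 active = binding more than 3 SD below its plate's average and above zero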;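 also: hits lower antibody fragment binding to DSG3; some compounds called inactive have numbers as strong as hits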
Target sequence (P32926 whole entry, looked up, the tested form may be a part): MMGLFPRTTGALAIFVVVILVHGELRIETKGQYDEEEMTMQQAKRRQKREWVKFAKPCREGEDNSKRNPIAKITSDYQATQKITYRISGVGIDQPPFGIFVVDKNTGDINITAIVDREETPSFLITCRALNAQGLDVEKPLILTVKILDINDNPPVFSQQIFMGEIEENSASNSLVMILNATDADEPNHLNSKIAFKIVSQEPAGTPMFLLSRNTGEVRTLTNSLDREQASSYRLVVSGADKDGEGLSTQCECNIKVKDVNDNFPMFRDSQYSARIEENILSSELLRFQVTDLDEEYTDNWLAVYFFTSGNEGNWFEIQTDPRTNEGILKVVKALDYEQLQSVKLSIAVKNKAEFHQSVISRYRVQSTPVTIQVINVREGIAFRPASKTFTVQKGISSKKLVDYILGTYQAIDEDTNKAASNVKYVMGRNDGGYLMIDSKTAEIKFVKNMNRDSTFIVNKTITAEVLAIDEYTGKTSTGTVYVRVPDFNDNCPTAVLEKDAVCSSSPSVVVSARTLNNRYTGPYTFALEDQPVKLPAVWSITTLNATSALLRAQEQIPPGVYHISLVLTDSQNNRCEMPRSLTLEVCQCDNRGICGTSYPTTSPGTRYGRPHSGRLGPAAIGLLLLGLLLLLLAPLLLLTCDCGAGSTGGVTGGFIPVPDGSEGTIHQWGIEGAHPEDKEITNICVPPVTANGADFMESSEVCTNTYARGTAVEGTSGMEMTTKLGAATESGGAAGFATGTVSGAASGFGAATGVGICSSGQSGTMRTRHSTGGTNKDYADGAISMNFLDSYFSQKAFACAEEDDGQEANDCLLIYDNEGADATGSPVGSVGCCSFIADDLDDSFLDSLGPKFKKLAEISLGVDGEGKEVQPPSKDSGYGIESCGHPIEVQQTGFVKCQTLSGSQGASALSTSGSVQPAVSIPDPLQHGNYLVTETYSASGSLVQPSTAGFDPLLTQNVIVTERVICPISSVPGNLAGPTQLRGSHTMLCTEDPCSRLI
PfHsp90 set2 = growth inhibition of yeast expressing Plasmodium Hsp90. AID 504621. hit rate 0.32% among 310,000. inhibition, % at 9.4 µM. S. cerevisiae expressing PfHsp90, BacTiter-Glo ATP, 48 h; yeast lacking PDR1 and PDR3 efflux regulators;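 active = every replicate shows inhibition above about 80%, whatever the replicate mean, limit read from the data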;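 also: 0% = DMSO neutral controls and 100% = 20 µM radicicol positive controls; yeast relying on Plasmodium falciparum Hsp90 in place of its own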
MOR-DOR ag = OPRM1-OPRD1 heterodimerization agonism; activation, % at 9.3 µM; P35372+P41143; hit rate 0.3% among 340,000; AID 504326; cells, luminescence; in the data active = activation above about 18%;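 also: 0% = vehicle-treated cells and 100% = reference agonist; values of inactives mirror those of a sister screen read the other way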
Starred values were filed as active, the others as inactive; nt = no result given.

SMILES | Tat transport | Mot1-301 SUMO | phage Ecoli inh | E coli growth | Arr AP2 block | AddAB inh | PKA-R1A activ | OPRM1-OPRD1 inv | Pemphigus Ab inh | PfHsp90 set2 | MOR-DOR ag
Cc1cccc(OCC(O)Cn2c(=N)n(CCN3CCCCC3)c3ccccc32)c1 (centres undefined) | 3 | -3 | 3.0 | 0.3 | 5 | -1.3 | -1 | nt | 101 | 27 | nt
Cc1ccccc1-c1cccc([C@@H]2C[C@H]3[C@H](CON3C)CN2C(=O)CCc2ccccc2)c1 | 9 | nt | 0.9 | nt | 4 | nt | -12 | -4 | 98 | -8 | 0.9
Cc1cccc(C(=O)Nc2nnc(S(=O)(=O)N3CCOCC3)s2)c1 | -4 | -2 | 1.6 | 1.4 | 4 | 4.5 | 6 | 16 | 102 | 4 | -3.3
CCOC(=O)C1(Cc2ccccc2C)CCCN(C(=O)c2ccnn2C)C1 (centres undefined) | 2 | 10 | 2.9 | 0.9 | -12 | 2.2 | -5 | 15 | 101 | 5 | -3.2
CCOc1ccc(NC(=O)c2cc3cc4ccc(OC)cc4nc3o2)cc1 | 1 | -7 | 5.4 | -1.3 | -7 | 1.3 | -4 | -1 | nt | -8 | 0.1
CCOCCCn1c(=N)c(C(N)=S)cc2c(=O)n3cccc(C)c3nc21 | 10 | 293 | 3.4 | -0.9 | 38 | 2.8 | -8 | -3 | nt | nt | 0.5
COC(=O)c1ccccc1S(=O)(=O)N1CCC(C(=O)NC2=NCCS2)CC1 | -2 | 6 | 2.4 | -2.9 | -3 | 0.8 | -9 | 9 | 112 | -5 | -2.4
COc1ccc(CCN(C)C2CCCN(C(=O)Cn3cnnn3)C2)cc1OC (centres undefined) | 1 | 120 | 1.2 | 0.2 | -3 | 2.3 | 2 | 9 | 110 | -12 | -1.8
CCOc1ccc(NC(=O)C2CCCN(c3c(CC)c(C)nc4ncnn34)C2)cc1 (centres undefined) | -2 | -9 | 1.8 | -2.5 | 25 | 2.9 | 4 | 5 | 95 | -12 | -0.8
C=CCSc1nnc(-c2cccnc2)o1 | -6 | 25 | 2.4 | -1.2 | 14 | 2.4 | 1 | 9 | 98 | 1 | -1.8
CC1CCN(C(=O)COC(=O)c2nn(C)c(=O)c3ccccc23)CC1 | 29 | 1 | 2.3 | 0.3 | 3 | 0.4 | -3 | 6 | 105 | -15 | -0.9
CCc1nc2sc3c(c2c(=O)n1CCO)CCC3 | 7 | -4 | 2.2 | -0.7 | 4 | -1.0 | -5 | 12 | 95 | 2 | -2.5
Cc1ccc(CNS(=O)(=O)c2c(N)n(C)c(=O)n(C)c2=O)cc1 | -5 | 53 | 0.8 | 0.8 | -8 | -3.0 | -8 | 15 | nt | 0 | -2.8
Cc1ccc(OCC(=O)N(C)CC(=O)Nc2ccc(N3CCOCC3)cc2)cc1 | 3 | 304 | 3.0 | 0.1 | 8 | -1.4 | 0 | 10 | 101 | 4 | -1.5
O=C(/C=C/c1ccc(-c2ccc(F)cc2)o1)N1CCCC1 | -5 | 0 | 0.6 | 0.4 | 20 | 2.4 | -4 | 3 | 95 | 1 | -0.6
COc1ccc(-c2cc(C(=O)NCc3ccc(Cl)cc3)no2)cc1OC | -1 | -7 | 2.9 | 2.6 | 4 | 5.3 | 8 | -17 | 102 | -1 | 3.2
COc1ccc(Cl)cc1NC(=S)Nc1cccc(C)c1 | 3 | 0 | 2.4 | 1.5 | 14 | 5.3 | -2 | 15 | 95 | -4 | -3.2
O=C(CSc1ncn[nH]1)Nc1cc(S(=O)(=O)N2CCCC2)ccc1Cl | -6 | -14 | 0.5 | -0.9 | -22 | 4.5 | 0 | 4 | 101 | 12 | -0.8
COc1cccc(/C=N/NC(=O)c2ccc(N(C)S(=O)(=O)c3ccccc3)cc2)c1OC | 3 | 0 | 4.7 | -0.1 | 0 | 0.5 | -11 | -13 | 93 | -1 | 2.0
Cc1cc([N+](=O)[O-])ccc1NC(=O)C(C)[n+]1ccccc1 (centres undefined) | -2 | 10 | 5.6 | 0.1 | 4 | 1.1 | 6 | 12 | 100 | 5 | -2.3
CC(C)N1CCC(NC(=O)NC2CCCCC2)CC1 | -6 | 16 | 1.6 | -2.3 | 6 | 5.9 | -5 | 19 | 108 | -4 | -4.0
O=C(Nc1nc2c(Cl)cccc2s1)C1CC1 | -5 | 8 | 1.5 | -0.1 | -20 | 0.5 | -2 | -1 | 110 | 32 | 0.2
Cc1noc(/C=C/Nc2ccc(F)cc2F)c1[N+](=O)[O-] | -4 | 1 | 1.9 | -0.4 | 15 | 0.3 | -2 | 1 | 107 | -3 | -0.2
Cc1ccc(NC(=O)CN(C)C(=O)c2ccccc2OCc2c(C)noc2C)cc1 | 3 | 2 | 1.5 | -1.2 | 1 | 4.9 | -5 | 14 | 98 | nt | -2.8

An excerpt from above with just PfHsp90 set2, Mot1-301 SUMO and MOR-DOR ag.
SMILES | PfHsp90 set2 | Mot1-301 SUMO | MOR-DOR ag
CCOc1ccc(NC(=O)c2cc3cc4ccc(OC)cc4nc3o2)cc1 | -8 | -7 | 0.1
CCOCCCn1c(=N)c(C(N)=S)cc2c(=O)n3cccc(C)c3nc21 | nt | 293 | 0.5

Remaining list, next part
SMILES | Tat transport | Mot1-301 SUMO | phage Ecoli inh | E coli growth | Arr AP2 block | AddAB inh | PKA-R1A activ | OPRM1-OPRD1 inv | Pemphigus Ab inh | PfHsp90 set2 | MOR-DOR ag
Cc1ccc(CN2CCN(CC3CC4C=CC3C4)CC2)cc1 (centres undefined) | 8 | 24 | -1.5 | 0.8 | 6 | 0.6 | -16 | 4 | 97 | -18 | -0.8
CCOC(=O)C[n+]1c(C)sc2ccc(OC)cc21 | -6 | -13 | nt | 0.3 | -3 | -2.0 | -5 | 10 | 87 | -1 | -1.7
O=C1CC(c2cccs2)CC2=C1C(c1ccccc1)n1ncnc1N2 (centres undefined) | -2 | 13 | 1.1 | 2.5 | 6 | 2.9 | -8 | 7 | 113 | -2 | -1.5
O=C(O)c1ccc(N=N/C(=N\Nc2ccc(C(=O)O)cc2)c2ccccc2)cc1 | 5 | -1 | -0.3 | 1.7 | 1 | 1.5 | -6 | 31* | nt | 12 | -5.5
COc1ccc(CC(=O)OCc2cc3ccc(C)cc3[nH]c2=O)cc1 | -6 | 351 | -0.9 | -1.4 | -5 | 3.8 | 5 | -3 | nt | 5 | 0.4
Cc1ccc2c(c1)C=CC(C)(C)S2=O (centres undefined) | 7 | -33 | 3.1 | 0.4 | -12 | 1.3 | -6 | 14 | 99 | 10 | -2.4
CC(=O)Nc1nc(C)nc(-c2ccccc2OC(C)=O)n1 | -2 | -8 | nt | -0.5 | 8 | -0.3 | 0 | 2 | 100 | nt | -0.4
Cc1ccc(-c2csc3nnc(SCc4csc(C)n4)n23)cc1 | 2 | -16 | 2.1 | -1.0 | 5 | 2.1 | -14 | 11 | 106 | -4 | -1.9
CN(C(=O)COC(=O)/C=C/c1ccc(F)cc1)c1c(N)n(Cc2ccccc2)c(=O)[nH]c1=O | 25 | 14 | 2.9 | -0.8 | -2 | -1.0 | -14 | 6 | 95 | nt | -0.9
CCO[C@H]1OC(C(=O)NC2CC2)=C[C@@H](c2csc3ccccc23)[C@@H]1CCCO | -2 | 7 | 1.1 | -1.1 | 0 | -1.4 | -16 | 10 | 104 | 7 | -1.8
c1ccc(CSc2nnc3ccc(-c4ccncc4)nn23)nc1 | -5 | -6 | 1.9 | 2.3 | 33 | 2.6 | 1 | 15 | 100 | 24 | -2.8
C=CCSc1nnc(NC(=O)CCN2C(=O)C3CC=CCC3C2=O)s1 (centres undefined) | 3 | 5 | 1.6 | -0.5 | 22 | 1.1 | -2 | 15 | 90 | nt | -3.7
COc1ccccc1NC(=O)CN1CCN(CC(=O)Nc2ccc3c(c2)OCO3)CC1 | 0 | 10 | 2.4 | -0.7 | 4 | 3.5 | -9 | 13 | nt | -14 | -3.2
CCC(C)C(NC(=O)[C@@H](NC(=O)c1ccccc1F)C(C)C)C(=O)OC (some centres undefined) | -7 | 136 | 1.1 | 0.4 | -2 | 1.8 | -22 | 7 | 102 | 11 | -1.3
O=C(Cc1ccc(Cl)cc1)Nc1cc(Cl)ccn1 | 9 | 26 | 3.9 | 0.7 | -24 | 2.3 | 8 | -25 | 114 | -43 | 4.8
Cc1nc(-c2ccc(S(=O)(=O)Oc3ccc(Cl)cc3Cl)s2)cs1 | 11 | 10 | 0.3 | -1.5 | 1 | -0.9 | -7 | -5 | nt | -9 | 1.0
CC(C)NC(=O)N1CCN(c2ccncc2S(=O)(=O)N2CCOCC2)CC1 | -4 | 9 | 2.7 | 1.5 | 20 | 4.0 | 2 | 3 | 100 | 1 | -0.7
O=C(NCc1cccnc1)c1cccc(F)c1 | -7 | 5 | 0.8 | 1.4 | 14 | -0.8 | 0 | 16 | 117 | -24 | -2.8
CCCCOc1ccc(C(=O)NNC(=O)C2C3C=CC(C3)C2C(=O)O)cc1 (centres undefined) | 8 | 27 | 0.9 | 1.8 | -5 | -0.1 | -8 | -8 | 99 | 21 | 1.5
N#Cc1c(-c2ccco2)cc(-c2ccccn2)nc1N | -5 | 1 | -1.7 | -4.5 | 29 | -2.7 | -9 | 14 | 94 | -23 | -2.7
CCCCCCn1c(C)nc2c(c1=O)c1nc3ccccc3nc1n2/N=C/c1ccco1 | -3 | -5 | 4.8 | 1.6 | -2 | 0.1 | -13 | 13 | 95 | -5 | -2.9
O=C(Cc1ccc(NC(=O)C2CCN(C(=O)C3CC3)CC2)cc1)Nc1cccc(C(=O)N2CCCCC2)c1 | -1 | nt | 1.4 | nt | -3 | nt | 9 | 7 | 95 | 12 | -1.4
CN(CC(=O)Nc1cccc(F)c1)C(=O)c1ccc(OCC2CCCO2)cc1 (centres undefined) | 1 | -18 | -2.0 | 1.5 | -2 | 0.4 | 4 | 6 | 108 | 3 | -1.1
O=C(CC(Nc1ccccc1)c1ccccc1)C1CC1 (centres undefined) | 2 | -19 | 3.0 | 4.5 | 20 | 3.1 | 8 | 12 | 108 | 2 | -2.2
CCc1ccc(N2NC(=O)/C(=C/C=C/c3ccco3)C2=O)cc1 | 6 | 0 | 0.6 | -0.5 | 11 | 3.8 | 8 | 8 | 127 | 11 | -1.4
Cc1ccccc1NC(=O)C1(C)Cc2ccccc2C(=O)O1 (centres undefined) | -3 | 63 | 0.3 | -2.1 | 0 | -1.5 | -1 | 13 | 97 | 4 | -2.2
C/C(=N\N(Cc1ccccc1)c1ccccc1)c1cccnc1 | 0 | nt | 2.6 | -2.6 | 3 | -0.7 | -1 | -79 | 101 | -2 | 15
COc1cc(C(C)=O)ccc1OCC(O)CN1CCN(c2ccc(C)c(C)c2)CC1 (centres undefined) | -6 | -7 | 0.1 | -0.4 | 0 | 2.2 | -4 | 6 | 95 | 10 | -1.3
Cc1cc(NC(=O)CCCn2ccc([N+](=O)[O-])n2)n(Cc2ccc(F)cc2)n1 | -6 | 4 | 0.9 | 1.4 | -6 | -0.2 | 0 | 4 | 114 | nt | -0.8
CN(CC(=O)NC1CCCCC1)S(=O)(=O)c1cccc2cccnc12 | -6 | -12 | 3.0 | -1.5 | 23 | 4.8 | -4 | 16 | 112 | 10 | -3.2
